# Statin myotox sup = suppressors of statin myotoxicity in C2C12 myotubes, primary screen, cell-based, single point, plate reader; C2C12 myotubes + simvastatin, ATP luminescence, 48 h; scaled: DMSO 0, geranylgeraniol control 100; actives 0.78% (n = 330,000); rescue of ATP level, % at 7.49 µM;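 active = mean ATP rescue above about 67%, or every replicate alone reaching that limit, limit read from the data, passing the limit was not always enough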;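 note: myotubes were challenged with 10 µM simvastatin during compound exposure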
# SIRT5 inh = SIRT5 desuccinylase inhibitors, primary screen, biochemical, fluorescence imaging, single point, set 5. NAD-dependent protein deacylase sirtuin-5, mitochondrial (Homo sapiens), Q9NXA8. Purified SirT5, succinyl-peptide AMC, trypsin-coupled fluorescence. inhibition, % at 15 µM. actives 1.1% (n = 330,000). AID 652115, 2013; in the data active = inhibition above about 15%
# Target sequence (Q9NXA8 whole entry, looked up): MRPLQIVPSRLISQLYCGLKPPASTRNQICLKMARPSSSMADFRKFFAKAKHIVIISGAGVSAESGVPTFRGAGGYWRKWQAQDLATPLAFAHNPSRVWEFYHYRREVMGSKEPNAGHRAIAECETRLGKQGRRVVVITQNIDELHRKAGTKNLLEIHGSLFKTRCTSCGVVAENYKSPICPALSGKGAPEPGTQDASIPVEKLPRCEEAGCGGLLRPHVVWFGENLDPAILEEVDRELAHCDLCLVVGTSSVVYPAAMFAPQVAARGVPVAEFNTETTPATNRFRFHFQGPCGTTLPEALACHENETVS
# FN deposition inh = inhibitors of fibronectin matrix deposition, primary screen, AH1F cells, Alexa488-fibronectin fluorescence, plate reader; AH1F fibroblasts, overnight; inhibition, % at 12.6 µM; actives 0.086% (n = 350,000); AID 743247, 2014;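 active = mean inhibition across replicates of 30% or more, regardless of how many single replicates reach that level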;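 note: positive control wells lacked labelled fibronectin entirely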
#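 test system = AH1F fibroblasts assembling fluorescent fibronectin matrix | quantity = 10000 AH1F cells per well | buffer or medium = DMEM plus 2% serum, read in PBS | doses = single dose, pinned | incubation = 1 h cell attachment, overnight exposure to compound and label | detection = fluorescence at 485 nm excitation, 525 nm emission | read-out basis = inhibition from reduced deposited-fibronectin fluorescence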
# LGR2 antag = inhibitors of bursicon-induced LGR2 CRE-luciferase signal, primary screen, cell-based, HEK293, CRE-luciferase reporter, bursicon stimulation; actives 0.35% (n = 380,000); AID 720647, 2013; inhibition, % at 9.99 µM; bursicon-stimulated, 4 h; Drosophila bursicon receptor LGR2 (rickets);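 active = drop in luminescence signal, shown as inhibition above about 50% in the replicate tests, limit read from the data, passing the limit was not always enough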;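 note: agonist challenge used bursicon conditioned medium at about half maximal strength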
# S100A4 MyoIIA = inhibitors of S100A4-myosin IIA peptide binding, primary screen, biochemical, fluorescence polarization, TAMRA-MyoIIA peptide; AID 652163, 2013; Protein S100-A4 (Homo sapiens), P26447; actives 0.14% (n = 360,000); inhibition, % at 10.7 µM;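 active = mean inhibition of at least 70% across replicates, with every replicate also reaching that level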
# Target sequence (P26447 whole entry, looked up): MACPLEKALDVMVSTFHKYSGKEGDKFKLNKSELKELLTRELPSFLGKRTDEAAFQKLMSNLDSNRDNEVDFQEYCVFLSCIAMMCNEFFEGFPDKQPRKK
#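 Material: S100A4 monomer (human). Medium: Calcium-containing HEPES buffer, pH 7.2. Probe or stimulus: labelled myosin peptide probe, 5 nM. Compound dosing: one concentration per compound. Timing: polarization read 5 min after assay mix addition, stable 5–60 min. Benchmarks: DMSO as neutral control, TFP as positive control.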
# Casp6 inh = human caspase-6 inhibitors, primary screen, biochemical, VEID-R110 fluorescence, single point, set 2. inhibition, % at 12.5 µM. purified caspase-6, Z-VEID-R110 cleavage fluorescence. actives 0.53% (n = 350,000);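 active = mean inhibition across replicates at least about 35%, with every replicate also reaching that limit, limit read from the data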;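 note: 0% = median of neutral control wells and 100% = no fluorescence left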
# Target sequence (P55212 24-179 limits assumed): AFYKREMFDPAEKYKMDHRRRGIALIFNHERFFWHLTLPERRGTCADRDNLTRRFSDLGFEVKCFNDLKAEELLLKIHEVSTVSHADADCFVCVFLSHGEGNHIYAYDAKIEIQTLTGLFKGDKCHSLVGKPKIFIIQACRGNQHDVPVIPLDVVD
# Target sequence (P55212 194-293 limits assumed): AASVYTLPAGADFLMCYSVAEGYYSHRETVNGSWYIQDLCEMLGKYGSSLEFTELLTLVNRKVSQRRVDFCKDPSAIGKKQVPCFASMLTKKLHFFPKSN
# esBAF inh = Bmi1 luciferase reporter increase in mESCs, primary screen, esBAF inhibitor project, mouse ES cells, Bmi1 luciferase knock-in, single point | reporter increase, % at 12.5 µM | actives 2% (n = 350,000) | 24 h; 100% = twice the neutral-well signal; in the data active = activation above about 40%;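 note: 0% = median of the plate's neutral control wells and 100% = double that signal; a rise in the Bmi1 reporter signal indicates esBAF inhibition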
# The depositor's hits bear a star; · = not tested or not shown; & = joins results of further samples. These rows are one share of the data; rates above refer to the full screens.
SMILES,Statin myotox sup,SIRT5 inh,FN deposition inh,LGR2 antag,S100A4 MyoIIA,Casp6 inh,esBAF inh
O=C(C(=O)N1CCCC1)c1c[nH]c2ccccc12,1,-3,1,15,1,-1,-7
CCN(CC(=O)Nc1c(F)cccc1F)C(=O)CSCC(=O)Nc1cccc(C)c1,9,-3,0,-10,-1,-129,2
CC(=O)Nc1ccc(C2(O)COc3ccccc3O2)cc1 (stereo not given),4,·,3,·,·,·,23
O=C(COC(=O)CNC(=O)c1ccccc1Cl)Nc1cc(C(F)(F)F)ccc1Cl,-6,-4,-3,18,1,-4,-12
Cc1ccc(NC(=S)NC(C)CCc2ccccc2)cc1C (stereo not given),·,·,2,21,-12,0,·
CN(C)S(=O)(=O)c1ccc(N2CCCC2)c(C(=O)NNC(=O)COc2ccccc2F)c1,3,-1,2,-10,7,1,-2
CNC(=O)C[C@H]1CC[C@H]2[C@H](COc3ccc(NC(=O)Nc4cc(C)cc(C)c4)cc3C(=O)N2C)O1,7,-2,-30,-4,-2,2,-2
COc1cccc(NC(=O)N(C)C[C@@H]2Oc3ncc(C#Cc4cccnc4)cc3C(=O)N([C@@H](C)CO)C[C@@H]2C)c1,-60,6,·,11,-3,-3,3
C[C@H]1CN([C@@H](C)CO)S(=O)(=O)c2ccc(/C=C/c3ccccc3)cc2O[C@H]1CN(C)C,13,12,7,-2,0,-1,-7
CO[C@H](CN(C)S(=O)(=O)c1ccccc1)[C@@H](C)CN(Cc1ccccc1Cl)[C@@H](C)CO,-24,-3,-13,-15,-5,-3,-4
c1ccc(Cn2nnc3c(NCc4ccc5c(c4)OCO5)ncnc32)cc1,0,-9,3,-3,1,0,2
CNC(=O)c1c(Cl)cnn1-c1ccccc1,·,2,-29,10,0,0,·
COc1cccc(NC(=O)C(=O)NCC2CCCN2S(=O)(=O)c2ccccc2)c1 (stereo not given),1,1,7,-63,-2,-4,79*
O=C(OCC(O)COc1ccccc1)c1ccc([N+](=O)[O-])cc1 (stereo not given),4,-2,3,5,-5,-2,-7
Cc1nc(SCn2nnc3ccccc3c2=O)nc(C)c1C,1,·,3,·,·,·,3

# Single records, from the list above. Order of screens: Statin myotox sup, SIRT5 inh, FN deposition inh, LGR2 antag, S100A4 MyoIIA, Casp6 inh, esBAF inh
# `CC(=O)Nc1ccc(C2(O)COc3ccccc3O2)cc1` (stereo not given) is listed as 4, ·, 3, ·, ·, ·, 23
# `O=C(OCC(O)COc1ccccc1)c1ccc([N+](=O)[O-])cc1` (stereo not given) is listed as 4, -2, 3, 5, -5, -2, -7
# `CCN(CC(=O)Nc1c(F)cccc1F)C(=O)CSCC(=O)Nc1cccc(C)c1` is listed as 9, -3, 0, -10, -1, -129, 2
# `O=C(C(=O)N1CCCC1)c1c[nH]c2ccccc12` is listed as 1, -3, 1, 15, 1, -1, -7
# `CO[C@H](CN(C)S(=O)(=O)c1ccccc1)[C@@H](C)CN(Cc1ccccc1Cl)[C@@H](C)CO` is listed as -24, -3, -13, -15, -5, -3, -4

# Limited to FN deposition inh, SIRT5 inh and Statin myotox sup (2 entries from above):
SMILES	FN deposition inh	SIRT5 inh	Statin myotox sup
CCN(CC(=O)Nc1c(F)cccc1F)C(=O)CSCC(=O)Nc1cccc(C)c1	0	-3	9
CC(=O)Nc1ccc(C2(O)COc3ccccc3O2)cc1 (stereo not given)	3	·	4

# The listing continues:
SMILES,Statin myotox sup,SIRT5 inh,FN deposition inh,LGR2 antag,S100A4 MyoIIA,Casp6 inh,esBAF inh
Cc1ccc(/C=N/NC(=O)c2nnn(-c3nonc3N)c2-c2ccccc2)o1,3,3,-39,31,2,3,-5
Cc1ccc(C(=O)Nc2ccc(S(=O)(=O)N3CCc4ccccc4C3)cc2)o1,-32,·,-7,·,·,·,-10
C[C@@H]1CN([C@H](C)CO)C(=O)c2cc(C#Cc3ccncc3)cnc2O[C@@H]1CN(C)CC1CCCC1,52,-4,-5,-3,8,-3,-7
O=C(NCc1nnnn1-c1ccc(F)cc1)c1cc2ccccc2o1,-10,·,-2,-2,-5,5,-11
C[C@H](CO)N1C[C@H](C)[C@@H](CN(C)Cc2ccccc2)Oc2c(NS(=O)(=O)c3cn(C)cn3)cccc2C1=O,-8&-6,-7&0,-6,2&-8,-2&-9,1&5,3&-2
C[C@H](CO)N1C[C@H](C)[C@H](CN(C)C(=O)NC2CCCCC2)OCCCC[C@H](C)Oc2ccc(NC(=O)CCC(F)(F)F)cc2C1=O,47,-1,·,-1,-2,-1,11
Cc1ccc2c(c1)nnn2C1CCN(CC(=O)NCCc2ccccc2)CC1,5,0,·,-9,1,-4,-5
CC(=O)Nc1ccc(C(=O)Nc2ccc3c(c2)OCO3)cc1,0,-4,·,0,0,1,-2
CN(CC(=O)Nc1ccc(Cl)c(C(F)(F)F)c1)C(=O)CCN1C(=O)C2CC=CCC2C1=O (stereo not given),-31,6,2,-3,26,0,-1
CO[C@H](CN(C)C(=O)C1CCOCC1)[C@H](C)CN([C@@H](C)CO)S(=O)(=O)c1ccccc1,-2,-1,-3,-5,-4,-2,-6
CCSc1nnc(NC(=O)Cn2cnc3c2c(=O)n(C)c(=O)n3C)s1,·,3,-1,7,0,-5,·
Cc1nc(CCNC(=O)CC2C(=O)NCCN2CC(C)C)nc2c1CCC2 (stereo not given),6,0,-4,9,-2,-6,-2
Cn1nc2c(c1C(=O)N1CCCC(C(=O)c3cc(F)ccc3F)C1)CCCC2 (stereo not given),·,-1,2,20,-5,-3,·
COC(=O)c1cc(S(=O)(=O)NCCCc2ccco2)c[nH]1,-1,2,0,13,-3,4,-4
CCCCNC(=S)NC(=O)c1ccccc1Br,·,-5,·,-17,-2,2,·

# Fetched by compound from the entries so far:
SMILES,Statin myotox sup,SIRT5 inh,FN deposition inh,LGR2 antag,S100A4 MyoIIA,Casp6 inh,esBAF inh
Cc1ccc2c(c1)nnn2C1CCN(CC(=O)NCCc2ccccc2)CC1,5,0,·,-9,1,-4,-5
CCSc1nnc(NC(=O)Cn2cnc3c2c(=O)n(C)c(=O)n3C)s1,·,3,-1,7,0,-5,·
C[C@@H]1CN([C@H](C)CO)C(=O)c2cc(C#Cc3ccncc3)cnc2O[C@@H]1CN(C)CC1CCCC1,52,-4,-5,-3,8,-3,-7
Cc1ccc(C(=O)Nc2ccc(S(=O)(=O)N3CCc4ccccc4C3)cc2)o1,-32,·,-7,·,·,·,-10
CC(=O)Nc1ccc(C(=O)Nc2ccc3c(c2)OCO3)cc1,0,-4,·,0,0,1,-2

# Carrying on:
SMILES,Statin myotox sup,SIRT5 inh,FN deposition inh,LGR2 antag,S100A4 MyoIIA,Casp6 inh,esBAF inh
COc1ccc(S(=O)(=O)Nc2ccc3c(c2)CC(=O)N([C@H](C)CO)C[C@H](C)[C@@H](CN(C)C(=O)NC(C)C)O3)cc1,-3,0,2,-11,2,0,0
CCCN(C(=O)COC(=O)CCOc1ccccc1)c1c(N)n(Cc2ccccc2)c(=O)[nH]c1=O,-5,-2,·,2,-3,-4,-5
Cc1noc(C)c1S(=O)(=O)Nc1ccc2c(c1)CC(=O)N([C@H](C)CO)C[C@H](C)[C@@H](CN(C)CC1CC1)O2,-3&-3,2,-19,-10&4,1&-4,1&-5,4&6
COc1ccc(S(=O)(=O)N(C)C[C@H]2Oc3ccc(NC(=O)CCCN(C)C)cc3CC(=O)N([C@@H](C)CO)C[C@H]2C)cc1,·,-2,8,-2,1,-29,·
CC1CCCN(C(=O)Cc2cccc3ccccc23)C1 (stereo not given),6,3,0,-9,1,-2,3
CN(C)C(=O)c1ccc(-n2cnc3ccccc3c2=O)cc1,3,-3,-4,-13,-3,1,17
C[C@H](CO)N1C[C@H](C)[C@H](CN(C)C(=O)c2ccncc2)OCCCC[C@H](C)Oc2ccc(NC(=O)CCC(F)(F)F)cc2C1=O,·,·,6,-7,·,·,-3
COc1ccc(C#Cc2cnc3c(c2)C(=O)N([C@H](C)CO)C[C@H](C)[C@H](CN(C)CC2CCCC2)O3)cc1,1,2,·,-6,-5,2,3
C[C@H]1CN([C@@H](C)CO)C(=O)Cc2cc(NC(=O)Nc3ccc(C(F)(F)F)cc3)ccc2O[C@H]1CN(C)C,13,1,·,7,1,-1,2
CCC(=O)N(CC)C[C@H]1[C@H](c2ccccc2)[C@@H](CO)N1C(C)=O,4,3,·,11,-9,-2,-3
O=C(Nc1nnc(-c2ccccc2)o1)NC1CCCCC1,-19,·,8,·,·,·,8
COc1ccc(S(=O)(=O)N(C)C[C@H]2OCc3ccccc3-c3ccccc3C(=O)N([C@H](C)CO)C[C@H]2C)cc1,-3,-4,7,24,-6,-1,-2
C[C@H](NC(=O)C[C@@H]1C=C[C@@H](NC(=O)C2CCC2)[C@@H](CO)O1)c1ccccc1,3,2,-15,11,1,0,5
CCC1(c2ccccc2)CN(C)C1=O (stereo not given),-2,-1,-4,·,2,·,-4
COC(=O)c1ccc(C2C(Oc3ccccc3)C(=O)N2CCc2ccc(OC)c(OC)c2)cc1 (stereo not given),-6,·,-8,2,·,·,-3
O=C(CCN1CCCCC1)N[C@H]1CC[C@H](CCNS(=O)(=O)c2ccccc2)O[C@@H]1CO,-6,1,·,6,-10,-5,-12
Cc1ccc(S(=O)(=O)N(C)C[C@@H]2Oc3c(NS(=O)(=O)c4ccccc4)cccc3C(=O)N([C@H](C)CO)C[C@@H]2C)cc1,·,1,·,-12,2,1,4
COCC(=O)Nc1ccc2c(c1)OC[C@H](C)NC[C@@H](C)[C@@H](OC)CN(C)C2=O,7,-1,-4,-6,7,-16,4
CCOC(=O)C1CCCN(C(=O)c2cccc([N+](=O)[O-])c2C)C1 (stereo not given),·,-4,3,3,-3,-3,·
Cc1ccc(-c2cnc3c(c2)C(=O)N([C@H](C)CO)C[C@H](C)[C@H](CN(C)C(=O)CN(C)C)O3)cc1,7,-10,·,-1,18,·,-9
O=C(c1cccnc1)N1C[C@@H]2N[C@H](C1)C2c1ccc(-c2cccnc2)cc1 (stereo not given in full),·,-3,-9,13,10,-1,·
COC(=O)c1ccccc1NC(=O)CCCOc1cc(=O)n(C)c2ccccc12,6,-7,4,3,0,-2,-4
C[C@@H]1CN([C@@H](C)CO)C(=O)c2cc(C#Cc3cccc(F)c3)cnc2O[C@H]1CN(C)C(=O)C1CCC1,23,3,·,-1,-3,1,-1
Cc1ccc([N+](=O)[O-])cc1S(=O)(=O)Nc1ccc(C(=O)N2CCN(C(=O)c3ccco3)CC2)cc1,4,2,-13,17,-1,54*,12
O=C(C[C@@H]1C[C@H]2c3cc(NC(=O)Nc4ccccc4F)ccc3O[C@H]2[C@@H](CO)O1)NCCc1ccccc1,6,1,·,-7,0,-3,7
COc1cccc(C(=O)OCC(=O)NCCNC(=O)COC(=O)c2cccc(OC)c2OC)c1OC,·,1,0,9,-2,-2,·
COc1cc(/C=N/NC(=O)C(=O)NCC2CCCO2)cc(Cl)c1O (stereo not given),-9,2,4,-9,-1,5,0
O=C1CN(Cc2ccccc2)C[C@H]2[C@H](c3ccc(-c4ccccc4F)cc3)[C@@H](CO)N12,·,-4,·,2,-11,0,·
CCCNC(=O)N1CC2(CCN(C(=O)C3CC3)CC2)c2c([nH]c3cc(OC)ccc23)[C@H]1CO,·,-1,·,-8,10,2,·
